# PTAP-TSG101 blk: qHTS Validation Assay for Inhibitors of HIV-1 Budding by Blocking the Interaction of PTAP/TSG101: Sytravon Library Screen; Tumor susceptibility gene 101 protein (Homo sapiens), Q99816; AID 1347069, 2019; Fluorescence polarization, FITC-PTAP peptide/Tsg101, 20 min; 44,000 tested, under 10 active; Potency, µM (top dose mostly 115 µM), for the others: at the highest dose activity change, negative = inhibition, hits mostly inhibitors; also: potency is read from the fitted curve at half-maximal effect; 0% is about no effect
#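 The Tsg101 binding domain, at 10 uM final, is mixed with compound and a FITC peptide bearing the PTAP motif (50 nM final). After 20 min at r.t., polarization is measured; actives defined by CRC class, efficacy cut-off 60% inhibition.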
# p53null 32C tox: qHTS Screen for Compounds that Selectively Target Cancer Cells with p53 Mutations: Cytotoxicity of p53 Null Cells at the Permissive Temperature. H1299-neo p53 null cells, ATP luminescence, 24 h, 32C. AID 903, 2007. Potency, µM (top dose mostly 46.1 µM), without a hit: top-dose activity change, negative = cytotoxicity, actives largely listed as cytotoxic. 55,000 compounds, 0.62% hits;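 also: potency is read from the fitted curve at half-maximal effect; 0% = DMSO only and -100% = full killing by 100 µM tamoxifen; nearly all actives have a fitted effect of over 55% in size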
#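 Cells lacking p53 (H1299-neo) are plated at 600 per well and allowed to settle overnight at 37C. Test compounds (up to 46 uM) are added and held 24 hours at 32C, then ATP is quantified by luminescence.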
# GALK inh: qHTS Assay for Inhibitors of Human Galactokinase (GALK): NCGC Sytravon Library Screen | P51570 | recombinant GALK, Kinase-Glo ATP luminescence, 1 h | Potency, µM (top dose mostly 57.5 µM), without a hit: top-dose activity, negative = inhibition, actives largely listed as inhibitors | 44,000 tested, under 10 active;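 also: plate controls were full GALK reaction for no effect and reaction lacking GALK for full effect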
#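 5 nM GALK with 35 µM ATP and 100 µM galactose in HEPES pH 8.0, MgCl2, NaCl, DTT, BSA; 1 h RT reaction, remaining ATP detected by Kinase-Glo Plus luminescence after 10 min; qHTS concentration series.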
# B2AR arrestin ag: qHTS assay of beta-arrestin-biased ligands of beta2-adrenergic receptor: NCGC Sytravon Library Screen; Beta-2 adrenergic receptor (Homo sapiens), P07550; HTLA Tango cells, beta-arrestin recruitment, luciferase luminescence, 18 h; Potency, µM (highest dose often 46.1 µM), for inactives: at the top dose activation, usual class: activators; 44,000 tested, under 10 active; AID 1347077, 2019;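 also: potency is read from the fitted curve at half-maximal effect; 0% = DMSO and full agonism = EC100 isoproterenol or metaproterenol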
#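 Receptor–beta-arrestin recruitment read by tTA-responsive luciferase: compound titrations (up to 46 µM) incubated 18 h with Tango cells, then luminescent substrate 15 min at room temperature. Concentration-response fits classified by r2, efficacy and activity.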
# NTMT1 inh: Primary qHTS for Inhibitors of N-terminal methyltransferase 1 (NTMT1): MTaseGlo Assay; NTMT1 MTase-Glo SAH luminescence, purified enzyme; 59,000 compounds, 2.5% hits; AID 1645870, 2021; Potency, µM (series often up to 114 µM), without a hit: top-dose activity change, negative = inhibition, most hits filed as inhibitors;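 also: potency is read from the fitted curve at half-maximal effect; plate controls were DMSO vehicle for no effect and no enzyme for full effect; nearly all actives have a fitted effect of over 65% in size; many of its hits are not listed in these tables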
# Target sequence (Q9BV86 whole entry, looked up): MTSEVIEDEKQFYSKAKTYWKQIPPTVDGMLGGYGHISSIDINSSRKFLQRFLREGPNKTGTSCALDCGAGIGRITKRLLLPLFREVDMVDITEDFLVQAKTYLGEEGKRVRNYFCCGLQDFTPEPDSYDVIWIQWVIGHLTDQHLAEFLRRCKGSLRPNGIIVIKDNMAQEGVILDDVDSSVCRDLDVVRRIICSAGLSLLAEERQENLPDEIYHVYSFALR
# p53null 39C kill: qHTS Screen for Compounds that Selectively Target Cancer Cells with p53 Mutations: Cytotoxicity of p53 Null Cells at the Nonpermissive Temperature | H1299 p53-null (neo) cells, 39C, ATPlite viability, 24 h | Potency, µM (top dose mostly 46.1 µM), for inactives: at the top dose activity, negative = cell killing, actives largely listed as cytotoxic | 55,000 compounds, 0.97% hits | AID 904, 2007;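 also: potency is read from the fitted curve at half-maximal effect; 0% = DMSO only and -100% = full killing by 100 µM tamoxifen; nearly all actives have a fitted effect of over 50% in size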
#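 Temperature-shift cytotoxicity format: compound titrations on p53-null or A138V-expressing H1299 cells held 24 hr at 39C, cell ATP then measured, AC50 from Hill model.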
# FH mod: Identification of activators of human fumarate hydratase by quantitative high-throughput screening. Fumarate hydratase, mitochondrial (Homo sapiens), P07954. 54,000 compounds, 0.22% hits. FH coupled MDH/diaphorase resazurin fluorescence, 15 min. Potency, µM (highest dose often 79.9 µM), without a hit: top-dose activity change, negative = inhibition, usual class: inhibitors; also: potency is read from the fitted curve at half-maximal effect; % is scaled to controls: 0 for no effect and ±100 for the full control effect; the screen sought activators but most active calls are inhibition curves; nearly all actives have a fitted effect of over 45% in size
# Target sequence (P07954 whole entry, looked up): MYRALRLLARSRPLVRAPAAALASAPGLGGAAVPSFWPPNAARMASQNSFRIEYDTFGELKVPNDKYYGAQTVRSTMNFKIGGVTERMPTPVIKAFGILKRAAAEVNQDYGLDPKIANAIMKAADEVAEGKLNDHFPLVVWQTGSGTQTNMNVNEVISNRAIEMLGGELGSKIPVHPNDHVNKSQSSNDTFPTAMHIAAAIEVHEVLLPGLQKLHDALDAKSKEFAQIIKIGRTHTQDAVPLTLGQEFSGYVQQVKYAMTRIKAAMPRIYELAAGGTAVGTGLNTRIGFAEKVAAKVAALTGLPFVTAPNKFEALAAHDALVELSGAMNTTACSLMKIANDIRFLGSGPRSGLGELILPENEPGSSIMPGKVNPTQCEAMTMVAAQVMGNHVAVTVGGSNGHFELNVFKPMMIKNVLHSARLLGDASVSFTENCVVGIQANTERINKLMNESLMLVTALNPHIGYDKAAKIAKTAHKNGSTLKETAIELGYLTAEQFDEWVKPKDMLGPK
# Numbers without * were called inactive; ? = inconclusive; nt = no result given; [ ] = remark or other dose. Calls follow the shape of the dose curve; as a rule, active = well fitted curve in the direction sought with a large enough effect; inconclusive = small, poorly fitted or top-dose-only effect, or another doubt; inactive = no such curve, though single readings can be large; an effect the other way counts as inactive or inconclusive.
SMILES,PTAP-TSG101 blk,p53null 32C tox,GALK inh,B2AR arrestin ag,NTMT1 inh,p53null 39C kill,FH mod
COC(=O)CC1Oc2ccc(C)cc2-n2cc(-c3ccc(C)cc3)nc21 (configuration not stated),0.8%,nt,7.1%,-0.7%,-2.1%,nt,-7.2%
CCc1ccc(NC(=O)CSc2nc3ccccc3c(=O)n2CCNC(C)=O)cc1,-4.2%,14.0%,1.6%,-2.9%,18.6%,17.7%,-14.1%
COC(=O)c1ccc(Cl)cc1NC(=O)N1CC(C)Oc2ccccc21 (configuration not stated),2.0%,5.3%,2.7%,2.6%,1.6%,-7.4%,-24.5%
CC(C)Cc1nn2c(=O)cc(COC(=O)c3ccccc3NC(=O)C3CCCCC3)nc2s1,-0.7%,1.0%,-2.9%,0.2%,3.9%,11.2%,2.3%
COc1ccc(C(=O)N2CCC(c3nc4ccccc4s3)CC2)cc1Cl,-9.2%,19.5%,-4.7%,0.0%,1.6%,?,?
COc1cccc(CNC(=O)c2cc3c(=O)n(C)c4ccccc4c3n2C)c1,-2.3%,-4.4%,7.1%,0.7%,9.7%,-25.9%,-15.3%
Cc1cc(OC(C)C(=O)Nc2c(C(=O)c3ccc(F)cc3)oc3ccccc23)ccc1Cl (configuration not stated),-1.9%,0.5%,2.1%,0.5%,6.8%,10.2%,3.1%
Cc1cc(N2CCCCC2)nc2ccc(NC(=O)/C=C/c3ccc(OC(C)C)cc3)cc12,-1.3%,13.7%,-1.5%,0.8%,12.2%,-2.2%,-13.4%
CCN1C(=O)c2ccccc2Sc2ccc(NC(=O)Nc3ccc(Br)c(C)c3)cc21,-1.4%,30.0%,0.0%,0.6%,-17.2%,-1.5%,-19.6%
COc1ccc(C)cc1NC(=O)Cn1c(=O)c(C(F)(F)F)nc2ccccc21,0.6%,0.1%,0.3%,0.3%,2.9%,5.9%,-1.1%
CCc1cccc2c(-c3ccccc3)nc(SCC(=O)Nc3ccccc3OC)nc12,-2.2%,4.0%,3.3%,7.5%,?,-10.7%,-21.8%
Cc1ccc2[nH]c(CSc3nnc(NC(=O)COc4ccccc4)s3)cc(=O)c2c1,-1.2%,-0.3%,-2.0%,-0.4%,-0.9%,0.7%,-33.3%
CC(=O)N1CCc2cc(S(=O)(=O)NC(CC(C)C)C(=O)NCCc3ccc(C)cc3)ccc21 (configuration not stated),-2.1%,21.9%,-1.8%,-0.9%,-0.4%,5.6%,-3.5%
COc1cccc(CN2C(=O)CN(C3CCCCC3)C(=O)C2c2ccc(OC(C)C)c(OC)c2)c1 (configuration not stated),-6.7%,4.5%,2.6%,-0.2%,nt,-21.3%,nt
Cc1cccc(NC(=O)CSc2nc3c(oc4ccccc43)c(=O)n2-c2ccc(F)cc2)c1,-3.9%,0.0%,5.1%,-0.1%,-10.4%,11.9%,-10.1%
Cc1cccc(CNC(=O)CS(=O)(=O)c2cccc3nsnc23)c1,-0.6%,0.8%,-0.3%,-0.7%,?,11.1%,4.3%
CSc1nn(Cc2ccc(F)cc2)c(N)c1S(=O)(=O)c1ccc(Cl)cc1,-1.3%,-28.5%,1.2%,-0.2%,3.5%,41.6%[activator],?
O=C(CSc1n[nH]c(-c2ccccc2Cl)n1)NCCCc1ccccc1,-0.2%,0.5%,4.8%,0.5%,-0.9%,18.3%,-22.5%
O=C(c1ccc(F)cc1)n1nc(-c2ccccc2)nc1NCc1ccc(F)cc1,1.5%,0.9%,0.0%,0.4%,3.9%,-17.9%,-16.0%
O=C(Nc1ccc(F)cc1Cl)C1Cc2ccccc2N1C(=O)c1ccccc1 (configuration not stated),-0.3%,-6.5%,-3.6%,-0.9%,-2.0%,-9.7%,-7.3%
Cc1ccc(-c2noc(CN(C(=O)c3ccc(C(C)(C)C)cc3)C(C)C)n2)cc1,-0.2%,-2.7%,0.0%,0.4%,8.8%,-12.5%,-16.0%
Cc1ccc(NC(=O)CCNS(=O)(=O)c2ccc3c(c2)CCN3C(=O)C2CC2)c(Cl)c1,-1.7%,4.6%,2.4%,-0.2%,-2.1%,?,-1.2%
Cc1c(Cl)ccc2sc(N3CCN(C(=O)C4CC4)CC3)nc12,-7.5%,-3.4%,-1.3%,-3.3%,?,-16.4%,-13.5%
Cc1sc(-n2cccc2)c(C(C)NC(=O)Nc2ccccc2Cl)c1C (configuration not stated),-1.4%,3.9%,4.3%,0.1%,-8.6%,-10.3%,-19.4%
COc1ccccc1N(CC(=O)NCCSCc1ccccc1)S(=O)(=O)c1ccc(C)cc1,-13.0%,19.1%,3.0%,-1.7%,0.3%,31.4%[activator],-14.3%
SMILES,PTAP-TSG101 blk,p53null 32C tox,GALK inh,B2AR arrestin ag,NTMT1 inh,p53null 39C kill,FH mod
CCc1ccccc1NC(=O)Cn1c(=O)n(-c2ccc(C)cc2)c(=O)c2c1c1cc(C)ccc1n2C,-0.8%,8.4%,-2.6%,1.6%,-1.5%,-6.6%,-3.6%
CC(=O)c1ccc(NC(=O)c2nc3ccccc3nc2N2CCCCC2)cc1,4.7%,2.2%,1.9%,-2.8%,?,-0.3%,-10.7%
CCOc1ccc(N(CC(=O)NCc2ccc(C)cc2)S(=O)(=O)c2c(C)noc2C)cc1,-6.8%,11.3%,1.5%,0.0%,-0.1%,-10.1%,0.7%
C=C(C)CSc1nc(-c2ccccc2)cc(-c2ccc(OC)cc2)c1C#N,-0.9%,-1.6%,-13.5%,0.3%,-10.1%,2.7%,1.2%
CCOC(=O)c1cccc(NC(=O)CCc2c(C)nn(-c3ccc(N4CCOCC4)nn3)c2C)c1,-1.4%,-20.4%,0.8%,2.5%,9.3%,-15.4%,?
O=C(CN1C(=O)COc2ccccc21)NCCc1ccc(Cl)cc1,0.3%,-0.9%,-1.1%,-1.1%,3.8%,14.4%,0.4%
Cn1c(=O)oc2cc(S(=O)(=O)N3CCC(C(=O)N4CCN(c5cccc(Cl)c5)CC4)CC3)ccc21,1.6%,34.1%[activator],1.8%,0.0%,13.0%,13.0%,-6.3%
CCCCNC(=O)c1ccc2c(=O)n(-c3ccccc3)c(=O)[nH]c2c1,0.3%,3.4%,1.3%,0.3%,16.9%,-6.0%,6.9%
COc1ccc(CC(=O)Nc2nnc3n2CCS3)cc1,1.9%,3.1%,4.8%,0.6%,-1.9%,-9.0%,-2.8%
Cn1ncc(C(=O)N2CCN(c3ccccc3)CC2)c1C1CCN(C(=O)OC(C)(C)C)CC1,-2.3%,6.0%,1.9%,-1.0%,?,-3.2%,1.5%
Cc1ccc2cc3cc(C(=O)Nc4ccc(F)cc4Cl)oc3nc2c1,4.3%,?,-0.1%,-0.1%,-2.0%,4.5%,-5.3%
CCCOc1ccccc1C1Oc2nc(SC)nnc2-c2ccccc2N1C(C)=O (configuration not stated),-10.2%,-0.2%,0.6%,-0.8%,-2.9%,4.3%,16.9%
CCOc1ccc(NC(=O)CSc2cn(CCNC(=O)c3ccccc3F)c3ccccc23)cc1,2.7%,nt,8.7%,0.7%,-13.7%,nt,-2.0%
CCCc1nn2c(=O)cc(COC(=O)c3cccc(NC(=O)COc4ccccc4C)c3)nc2s1,-2.4%,4.3%,4.0%,0.5%,3.5%,15.3%,-9.4%
Cc1cc(C)cc(NC(=O)C2CCCN2S(=O)(=O)c2ccc3c(c2)CCCC(=O)N3)c1 (configuration not stated),0.2%,-7.3%,3.2%,0.0%,-7.7%,-6.8%,2.3%
Cc1ccc(CCNC(=O)c2cc3c(=O)oc4ccccc4c3s2)cc1,-0.2%,4.3%,0.7%,0.4%,19.0%,-15.5%,4.1%
CCc1cccc(NC(=O)CSc2n[nH]c(-c3ccccc3Cl)n2)c1,0.5%,13.7%,?,-0.7%,-3.4%,7.3%,?
CCOc1ccc(-c2cc(C(=O)N3CCN(S(=O)(=O)c4cc(Cl)ccc4OC)CC3)[nH]n2)cc1,-6.6%,3.2%,6.9%,-0.1%,-2.9%,-14.0%,-13.8%
O=C(Cn1c(=O)n(-c2ccc(F)cc2)c(=O)c2sc3ccccc3c21)N1CCCC1,-4.1%,-8.1%,-7.2%,-2.1%,6.1%,27.3%,-3.9%
CCn1cc(C(=O)Nc2cccc(Cl)c2)c2cc(OC)c(OC)cc2c1=O,2.1%,21.5%,1.1%,-0.5%,?,2.2%,-25.2%
CCc1ccc(S(=O)(=O)c2nnn3c2nc(NC(C)C)c2cc(Cl)ccc23)cc1,-1.8%,-1.9%,-6.2%,-1.0%,-1.3%,-9.5%,-8.3%
CCN(CC)CCNC(=O)c1cc(-c2ccc(Br)s2)nc2ccccc12,-1.9%,18.4%,1.1%,0.7%,?,25.1µM*,-17.7%
Cc1ccc2nc(-c3ccc(NC(=O)c4ccc(S(C)(=O)=O)cc4)cc3)sc2c1,-8.2%,-1.2%,1.1%,1.7%,0.1%,-11.1%,8.0%
CCSc1ncc(Cl)c(C(=O)N2CCN(c3ccccc3OC)CC2)n1,-1.1%,16.3%,-9.5%,-0.6%,-14.4%,-8.4%,3.3%
COC(=O)c1ccc(NC(=O)NCCn2nnc3cc(S(=O)(=O)N(C)C)ccc32)cc1,-4.2%,0.6%,-3.4%,-0.8%,-3.6%,-1.9%,-0.2%
CCc1ccc2occ(CC(=O)Nc3ccccc3C(F)(F)F)c2c1,-0.4%,-4.4%,-4.1%,-2.0%,2.5%,-12.9%,-0.4%
CCOc1ccc(-c2nc(CSCC(=O)N3CCN(c4cccc(C(F)(F)F)c4)CC3)c(C)o2)cc1,-8.0%,1.3%,3.2%,-1.1%,-13.9%,97.9%[activator],?
Cc1ccc(C)c(Cn2c(=O)cc(C)c3c(C)nn(C)c32)c1,-8.7%,8.5%,1.2%,-0.4%,-0.3%,3.9%,-21.3%

# Rewritten tab-delimited: four of the compounds above.
structure	PTAP-TSG101 blk	p53null 32C tox	GALK inh	B2AR arrestin ag	NTMT1 inh	p53null 39C kill	FH mod
CCn1cc(C(=O)Nc2cccc(Cl)c2)c2cc(OC)c(OC)cc2c1=O	2.1%	21.5%	1.1%	-0.5%	?	2.2%	-25.2%
CCc1ccc(S(=O)(=O)c2nnn3c2nc(NC(C)C)c2cc(Cl)ccc23)cc1	-1.8%	-1.9%	-6.2%	-1.0%	-1.3%	-9.5%	-8.3%
CCN(CC)CCNC(=O)c1cc(-c2ccc(Br)s2)nc2ccccc12	-1.9%	18.4%	1.1%	0.7%	?	25.1µM*	-17.7%
Cc1ccc2nc(-c3ccc(NC(=O)c4ccc(S(C)(=O)=O)cc4)cc3)sc2c1	-8.2%	-1.2%	1.1%	1.7%	0.1%	-11.1%	8.0%

# An excerpt; count on the stated rates, not on these rows.
